# Assay outcomes (PubChem)
# CHRM1 antagonist – human CHRM1 antagonism | 360,000 tested, 1.3% active | P11229 | inhibition, % at 3 µM | CHO-K1 hM1, Fluo-8 calcium fluorescence, ACh EC80 antagonist;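 active means percent inhibition above its own plate's cutoff, namely the mean of that plate's compound wells plus 3 SD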;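 further: peak over basal fluorescence ratio during 140 s after agonist addition; 0% = ACh EC80 plus DMSO and 100% = DMSO alone without agonist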
# CHRM1 PAM – human CHRM1 positive allosteric modulation. 360,000 tested, 0.088% active. activation, % at 3 µM. P11229. CHO-K1 hM1, Fluo-8 calcium fluorescence, ACh EC20; 0% = ACh EC20, 100% = maximal ACh. AID 588819; in the data active means activation above about 19%, passing the limit was not always enough
# M1 ag – activates human CHRM1 receptor; P11229; CHO-K1 hM1, Fluo-8 calcium fluorescence, agonist mode; 0% DMSO, 100% acetylcholine EC100; activation, % at 3 µM; 360,000 tested, 0.33% active;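 active means activation above the run's mean compound activation plus 3 SD, cut at about 16% in these data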;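 further: peak over basal fluorescence ratio within a 140 s kinetic read after compound addition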
# CHRM5 PAM – CHRM5 positive allosteric modulation. activation, % at 3 µM. CHO-K1 hM5, Fluo-8 calcium, ACh EC20 PAM; 0% = ACh EC20, 100% = ACh EC100. AID 624038. P08912. 360,000 tested, 0.3% active;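 active means activation above the run cutoff, the mean activation of all test compounds plus 3 SD, cut at about 18% in these data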
# Target sequence (P08912 whole entry, looked up): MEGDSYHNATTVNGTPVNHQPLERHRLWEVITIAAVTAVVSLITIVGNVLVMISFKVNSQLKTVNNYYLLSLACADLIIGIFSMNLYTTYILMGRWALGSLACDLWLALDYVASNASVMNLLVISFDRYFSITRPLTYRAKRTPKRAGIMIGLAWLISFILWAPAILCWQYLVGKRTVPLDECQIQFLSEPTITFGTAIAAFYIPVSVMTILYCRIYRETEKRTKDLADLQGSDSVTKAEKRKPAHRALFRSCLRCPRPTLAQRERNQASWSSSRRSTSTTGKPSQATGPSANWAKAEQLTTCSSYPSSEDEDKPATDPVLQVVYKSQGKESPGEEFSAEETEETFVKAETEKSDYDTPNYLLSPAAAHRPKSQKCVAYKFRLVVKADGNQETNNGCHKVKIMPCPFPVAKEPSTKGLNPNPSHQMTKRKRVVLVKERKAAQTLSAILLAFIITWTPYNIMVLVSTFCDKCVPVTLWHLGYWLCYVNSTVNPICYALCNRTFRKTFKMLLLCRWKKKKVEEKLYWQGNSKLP
#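 System: CHO-K1 cell line with stable human muscarinic M5 receptor expression | Also added: EC20 acetylcholine as agonist stimulus | Compound: One concentration, 3 µM final (nominal) | Timing: Fluo-8 loading 80 min at 37 °C plus 30 min room temperature | Measured by: Fluo-8 calcium dye fluorescence, kinetic read | Read-out basis: % activation, ACh-normalized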
# TAAR1 ag – human TAAR1 agonism | Q96RJ0 | CHO RD-HGA16 TAAR1, Fluo-8 calcium fluorescence; vehicle wells 0%, saturating PEA agonist 100% | activation, % at 3 µM | 360,000 tested, 0.99% active | AID 624467;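 active means activation above the mean activation of all test compounds in the run plus 3 SD, cut at about 38% in these data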
# Target sequence (Q96RJ0 whole entry, looked up): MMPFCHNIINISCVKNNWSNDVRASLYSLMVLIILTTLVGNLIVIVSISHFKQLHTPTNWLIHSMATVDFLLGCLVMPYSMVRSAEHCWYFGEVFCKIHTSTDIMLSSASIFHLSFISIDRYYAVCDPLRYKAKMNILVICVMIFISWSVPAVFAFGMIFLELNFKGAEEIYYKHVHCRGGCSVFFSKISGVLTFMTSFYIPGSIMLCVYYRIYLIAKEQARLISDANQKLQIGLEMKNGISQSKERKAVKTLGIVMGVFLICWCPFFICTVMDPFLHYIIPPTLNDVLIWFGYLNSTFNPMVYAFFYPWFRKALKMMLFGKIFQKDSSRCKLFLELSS
#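 Test system: RD-HGA16 (CHO) cells co-expressing Gα16 and hTAAR1 / Benchmarks: DMSO vehicle as 0%, PEA at EC100 as 100% / Repeats: no replicates (n 1) / Measure: % activation from peak over basal fluorescence ratio, DMSO-to-PEA scaled / Timing: 17-24 h plating, Fluo-8 75 min 37 °C, 30 min RT / Technique: kinetic Fluo-8 calcium fluorescence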
# M4 antag – blocks acetylcholine activation of human M4 receptor. inhibition, % at 3 µM. CHO-hM4 cells, ACh EC80, Fluo-8 calcium fluorescence. 360,000 tested, 0.73% active;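 active means inhibition above its plate's cutoff, the mean inhibition of sample wells plus 3 SD, cut at about 27% in these data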;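 further: 0% = acetylcholine EC80 with DMSO and 100% = DMSO without agonist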
# CHRM4 agonist – agonists of human muscarinic M4 receptor (CHRM4). activation, % at 3 µM. 360,000 tested, 0.14% active. AID 624127. CHO-K1 hM4/Gqi5, Fluo-8 calcium fluorescence; vehicle 0%, full acetylcholine response 100%;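 active means activation above the run mean over all test wells plus 3 SD, cut at about 32% in these data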;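 further: peak over basal fluorescence ratio per well then scaled between controls; 0% = DMSO wells and 100% = acetylcholine at EC100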
# CHRM5 agonist – agonists of human muscarinic M5 receptor (CHRM5) | P08912 | CHO-K1 hM5 cells, Fluo-8 calcium fluorescence; 0% DMSO wells, 100% maximal acetylcholine response | activation, % at 3 µM | 360,000 tested, 0.19% active;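 active means activation above the run's mean over test compounds plus 3 SD, cut at about 23% in these data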;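 further: signal is peak over basal fluorescence ratio across the kinetic read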
# M5 antag – CHRM5 antagonism in calcium assay; P08912; CHO-hM5 cells, Fluo-8 calcium fluorescence, ACh EC80; inhibition, % at 3 µM; 360,000 tested, 0.59% active;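 active means inhibition above a per-plate cutoff, the mean of that plate's test compounds plus 3 SD, cut at about 27% in these data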;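 further: 0% = acetylcholine EC80 with DMSO and 100% = DMSO without agonist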
# Starred values were filed as active, the others as inactive; · = no result given. A portion of the library. The share of hits here may be higher or lower than overall.
canonical_smiles,CHRM1 antagonist,CHRM1 PAM,M1 ag,CHRM5 PAM,TAAR1 ag,M4 antag,CHRM4 agonist,CHRM5 agonist,M5 antag
CN1C(=O)CC(NNC(=O)c2ccc(Cl)cc2)C1=O (centres undefined),6,1,-3,-8,13,1,1,-1,12
Cn1c(CCNS(=O)(=O)c2ccccc2)nnc1SCc1cccnc1,7,0,-3,3,1,-1,1,-1,-12
O=C(CSc1ncnc2c1oc1ccccc12)c1cccs1,-2,4,-3,3,21,0,0,2,-3
Cc1cc(C2=NNC(=Nc3ccc(S(=O)(=O)N4CCOCC4)cc3)SC2)c(C)n1C,7,-1,0,-9,2,23,1,-2,13
Cc1ccc(NC2=C(C(=O)c3ccccc3)N(C)S(=O)(=O)c3ccccc32)cc1,-12,1,-5,2,5,-7,-1,-5,-4
Cc1ccc(C(=O)NNC(=S)NC(=O)c2ccccc2)cc1,52*,-27,52*,-30,167*,28*,130*,66*,30*
CCN(CC)C(=O)C1CCC(C)(C(=O)O)C1(C)C (centres undefined),-1,-1,-3,1,11,4,0,-6,9
COc1cc(C(=O)Oc2cccc(/C=N/NC(=O)c3cccnc3)c2)cc(OC)c1OC,9,-8,1,-6,11,3,14,1,17
CCOc1ccc(C(=O)NCC(=O)NCCCSc2ccccc2)cc1OCC,-10,5,-5,3,-2,-3,2,-4,-8
O=C(c1cc(-c2ccncc2)nc2ccc(Cl)cc12)N1CCN(Cc2ccc3c(c2)OCO3)CC1,22,-5,-2,-11,20,1,20,6,3
COc1ccc(Cc2nnc(SCC(=O)Nc3ccc(C)c(Cl)c3)[nH]c2=O)cc1,-8,6,-2,6,0,2,-1,-5,2
O=c1nc(NCc2ccccc2Cl)cn[nH]1,-17,5,2,-4,3,2,0,3,11
CCOc1cc(/C=N/NC(=O)C(=O)NCC2CCCO2)ccc1OCC(=O)N1CCOCC1 (centres undefined),-5,5,-4,-8,0,-6,1,-3,10
CCc1nnc2n1N=C(c1ccc(-c3cc(Cl)ccc3Cl)o1)CS2,-11,12,-2,-8,0,1,-1,-8,9
O=C(NCC(=O)N(CC1CCCO1)C(C(=O)NC1CCCCC1)c1ccc(F)cc1)c1ccco1 (centres undefined),-11,10,-3,11,8,-6,0,-4,6
COc1ccc(C(C)C)cc1-c1cccc2nncn12,7,-5,-4,2,0,4,0,6,-4
Cc1ccc(S(=O)(=O)N2CCC(=O)c3ccccc32)cc1,-16,6,-5,-3,2,-9,3,-1,2
Cc1cccc(CN2CCCC(C(=O)Nc3ccccc3Oc3cccnc3)C2)c1 (centres undefined),-15,6,-6,2,-1,-4,2,-7,-3
O=C(c1ccc(Oc2ccc(Cl)cc2)c([N+](=O)[O-])c1)N1CCCC1,-4,14,0,-3,-2,-1,1,-3,10
CCOC(=O)CC(=O)CSc1nc(-c2cccnc2)ccc1C#N,-12,5,1,-2,-1,4,3,2,4
O=C(O)CSc1nnc(-c2ccc(Cl)cc2Cl)n1Cc1ccccc1,1,3,0,0,1,-6,1,-4,-2
O=C1CCc2cc(S(=O)(=O)Nc3cccc(Cl)c3)ccc2N1,-11,4,4,-4,3,3,6,2,-4
COc1cccc(NC(=O)c2ncn[nH]2)c1,7,-3,-2,17,1,-6,1,-4,-2
Cc1cccc2cc(CN(Cc3cccs3)C(c3nnnn3C3CCCC3)C(C)C)c(=O)[nH]c12 (centres undefined),-16,4,-2,-2,12,0,0,-4,0
CC1(C)CN(CCc2ccccc2)C(=O)[C@H]1CC(=O)Nc1ccccc1,-5,6,0,1,7,-17,4,1,-11
O=C1NC(=O)/C(=C/c2ccccc2Oc2ccc(Cl)cc2)S1,0,6,0,-3,1,0,1,-4,8
CN(C)C(=O)c1ccc(NC(=O)CSc2nc3ccccc3[nH]2)cc1,-3,8,0,2,10,-7,4,2,-4
O=C(Cc1c[nH]c2ccccc12)Nc1ccccc1N1CCOCC1,1,-1,-4,-6,10,1,2,-1,4
c1ccc2c(c1)CCN(c1nc3cc4c(cc3s1)OCO4)C2,0,1,3,0,85*,1,-1,-2,-2
CCOC(=O)C1CCN(C(=O)COC(=O)c2oc3ccc(OC)cc3c2C)CC1,1,2,-3,2,1,-1,6,0,4

# Sorted by molecular weight (ascending): three of the compounds above
canonical_smiles,CHRM1 antagonist,CHRM1 PAM,M1 ag,CHRM5 PAM,TAAR1 ag,M4 antag,CHRM4 agonist,CHRM5 agonist,M5 antag
CC1(C)CN(CCc2ccccc2)C(=O)[C@H]1CC(=O)Nc1ccccc1,-5,6,0,1,7,-17,4,1,-11
CCOC(=O)C1CCN(C(=O)COC(=O)c2oc3ccc(OC)cc3c2C)CC1,1,2,-3,2,1,-1,6,0,4
Cc1cccc2cc(CN(Cc3cccs3)C(c3nnnn3C3CCCC3)C(C)C)c(=O)[nH]c12 (centres undefined),-16,4,-2,-2,12,0,0,-4,0

# Next part.
canonical_smiles,CHRM1 antagonist,CHRM1 PAM,M1 ag,CHRM5 PAM,TAAR1 ag,M4 antag,CHRM4 agonist,CHRM5 agonist,M5 antag
O=C(Nc1ccc(F)c([N+](=O)[O-])c1)c1cccs1,24,-6,-1,2,3,3,4,4,1
CCOC(=O)c1sc(SC)c2c1CCCC2=O,-14,14,-3,13,13,-18,0,3,3
O=C(c1ccc(Cn2c(=S)[nH]c3ccc(N4CCOCC4)cc3c2=O)cc1)N1CCN(c2ccc(F)cc2)CC1,-12,12,3,2,0,-3,4,3,4
CCOCCCNC(=O)CN1C(=O)/C(=C\c2ccc(C)cc2)Sc2ccccc21,10,-6,-4,-11,5,-7,9,0,7
COc1cccc(NC(=O)CSc2nn3c(=O)c(C)nnc3s2)c1,-5,1,-6,2,2,0,0,-6,-1
COc1ccc(C(CC(=O)O)NS(=O)(=O)c2ccc3c(c2)NC(=O)CO3)cc1 (centres undefined),-5,4,0,2,0,8,3,-1,1
COc1cc(C(=O)Nc2cccc(S(=O)(=O)N3CCCC3)c2)cc(OC)c1C,1,-8,-4,-3,1,-1,3,-8,6
O=C(C[n+]1ccccc1)Nc1ccc(Oc2ccccc2)cc1,91*,-23,-6,-26,2,47*,-1,-15,6
Cc1cn(CC(=O)N(C)Cc2ccco2)c(=O)[nH]c1=O,-17,17,2,8,0,-7,0,1,-9
CC(=O)SCC[N+](C)(C)C,24,-29,70*,-20,0,-1,1,63*,20
COc1ccc(S(=O)(=O)N[C@@H](CSCc2ccccc2)C(=O)O)cc1,-12,7,-3,-8,0,5,1,-3,16
CC(C)(C)[C@@H]1C=C(C(N)=O)O[C@H](OCc2ccc(CO)cc2)C1,7,-3,0,-2,3,-9,3,6,3
Cn1nc(-c2ccccc2)c2ncc(C(F)(F)F)cc21,-12,12,2,5,·,0,-1,0,4
CCCC(=O)N1CCC1(C)C(=O)NS(=O)(=O)c1cccc(F)c1 (centres undefined),-13,5,-2,-2,5,5,0,0,6
Cc1ccc(S(=O)(=O)CC(=O)N2CCN(c3ccccc3F)CC2)cc1,-3,4,2,2,1,-1,2,-3,2
COc1cc(C2C(=O)c3ccccc3C2=O)ccc1O,-11,8,-3,-5,1,0,3,2,11
O=C(C1COc2ccccc2O1)N1CCN(c2ccccc2F)CC1 (centres undefined),16,-8,-2,-3,-3,2,4,1,0
COc1cc2c(cc1OC)C(C)N(C(=O)/C=C/c1cc(OC)c(OC)c(OC)c1)CC2 (centres undefined),7,1,-2,-7,-1,17,10,-2,13
CSc1nnc(C)c(=O)n1COC(=O)COc1ccc(F)cc1,-12,8,-2,4,2,0,0,-4,-2
COc1cc(C(=O)Nc2cccc3cccnc23)cc(OC)c1OC,2,-2,-2,-4,6,-6,6,-5,11
O=[N+]([O-])C(/C=C(/Cl)[N+](=O)[O-])=C(N1CCCCC1)N1CCCCC1,-13,11,0,-10,8,10,0,-2,20
COCCNc1nc(NCc2ccc(NC(C)=O)cc2)c2sccc2n1,-9,2,-7,-2,12,0,0,0,0
Cc1c(C(=O)N2CCN(Cc3ccc4c(c3)OCO4)CC2)sc2ncnc(N3CCN(c4ccccc4)CC3)c12,30,-8,0,-10,1,15,20,-1,13
COc1cccc(CC2(CO)CCN(S(=O)(=O)N(C)C)CC2)c1,3,-10,-2,1,1,-21,2,-1,-8
COc1ccc(C2=NN(C(=O)CCC(=O)O)C(c3ccccc3)C2)cc1 (centres undefined),-5,4,-3,0,1,0,0,-4,0
Nn1c(SCC(=O)Nc2ccc(S(=O)(=O)N3CCCC3)cc2)nnc1C(F)(F)F,-6,6,-6,-3,-1,-1,1,-1,-2
COc1ccc(-c2c(C)nn3c(N)c(C#N)cnc23)cc1OC,-7,5,-7,-2,-2,-3,1,4,8
COc1cc(OC)c(C(=O)OCC(=O)Nc2ccc(N3CCOCC3)cc2)cc1OC,-16,6,1,4,1,-5,1,0,13
CC(=O)Nc1cccc(C(=O)OCC(=O)NC(=O)c2ccccc2)c1,-6,7,-1,7,2,4,1,-2,-3
CC(=O)NS(=O)(=O)c1ccc(NC(=O)/C=C/c2ccco2)cc1,-2,6,-1,1,0,-3,1,2,-1
Cc1ccc(OCCn2c(C3CC(=O)N(Cc4ccccc4)C3)nc3ccccc32)cc1 (centres undefined),-6,4,0,-8,0,-1,12,2,5
CCCCn1c(SCC(=O)N2CCOCC2)nnc1-c1ccoc1C,-2,7,-4,6,11,2,1,-2,1
Cc1ccc2c(=O)c(C(=O)c3ccc(F)cc3)cn(CC(=O)NCc3ccco3)c2n1,-1,6,-3,13,-3,-13,0,2,-16
NC(=O)COc1ccc2oc(-c3ccccc3)cc(=O)c2c1,-15,13,-1,2,1,7,1,1,-3
Cc1ccc2nsnc2c1N(S(C)(=O)=O)S(C)(=O)=O,-9,8,0,1,4,-5,1,3,-19
CCOC(=O)C(C(=O)OCC)N(C#N)c1nc(SC)nc(N(C)C)n1,-1,7,-4,2,-1,-2,0,-7,-2
Cc1cccc(-n2nc3c(c2NC(=O)c2ccc4c(c2)OCO4)CS(=O)(=O)C3)c1C,-12,10,-3,0,4,-6,2,-3,-3
Cc1noc(NC(=O)c2cccc(Cl)c2Cl)c1C#N,-3,3,-2,3,1,-1,3,4,3
Cc1ccc(-c2nc(C)sc2CC(=O)OCC(=O)Nc2cccc([N+](=O)[O-])c2)cc1,12,-8,-6,-14,9,4,10,-1,13
Cn1c(=O)c2c(nc(SCC(=O)N3CCc4ccccc4C3)n2C)n(C)c1=O,-5,17,16*,-4,5,-5,3,-3,4
Cc1nn(Cc2ccc(C(=O)Nc3nccs3)cc2)c(C)c1Cl,2,3,-4,-6,16,4,6,-2,-4
Cc1ccc(CNS(=O)(=O)c2c(N)n(C)c(=O)n(C)c2=O)cc1,8,2,-1,2,2,-5,2,-2,-4
O=C(CN1CCN(C(=O)C2CC2)CC1)Nc1ccc(Cl)cc1F,2,1,2,3,0,8,2,2,-4
Cc1ccc(NC(=O)CNC(=O)Cc2cccc3ccccc23)c(O)c1,-6,10,-1,1,6,-11,1,-4,-7
